From PubChem
PMI activator: phosphomannose isomerase (human) activation; P34949; purified human PMI, coupled resazurin fluorescence, 20 min; active compounds read high; 1 = vehicle control, 0 substrate-free wells; activation factor at 20 µM; 0.005% of 190,000 active; AID 1214;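 active means activation factor of 2 or more at 20 µM, relative to plate controls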
Target sequence (P34949 whole entry, looked up): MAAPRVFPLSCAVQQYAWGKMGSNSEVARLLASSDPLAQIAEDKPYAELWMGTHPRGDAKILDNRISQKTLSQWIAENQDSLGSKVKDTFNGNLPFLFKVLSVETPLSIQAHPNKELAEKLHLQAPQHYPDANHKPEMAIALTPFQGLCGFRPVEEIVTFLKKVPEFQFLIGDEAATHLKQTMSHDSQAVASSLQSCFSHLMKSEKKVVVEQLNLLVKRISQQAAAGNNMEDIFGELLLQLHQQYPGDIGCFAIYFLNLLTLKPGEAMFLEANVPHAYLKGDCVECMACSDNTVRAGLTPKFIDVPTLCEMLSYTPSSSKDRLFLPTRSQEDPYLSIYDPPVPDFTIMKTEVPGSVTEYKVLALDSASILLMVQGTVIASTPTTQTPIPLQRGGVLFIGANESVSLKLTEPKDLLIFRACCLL
Hsp70 act: Hsp70 transcriptional activation, primary screen; HeLa Hsp70 promoter luciferase reporter, luminescence; scaled: vehicle 0, proteasome-inhibitor control 100%; activation, % at 10 µM; 0.04% of 200,000 active;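 active means activation above the mean across all tested compounds plus 3 SD, cutoff set per campaign, cut at about 5.5% in these data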;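 further: 100% = MG132 at 30 µM as the positive control and 0% = DMSO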
Lmaj promast: reduces viability of Leishmania major promastigotes; 9% of 200,000 active; AID 1063; inhibition, % at 10 µM; resazurin fluorescence viability; in the data active means inhibition above about 50%;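 further: promastigotes grown with compound for 44 hours at 28 °C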
TNAP inh hi DEA: inhibitors of human TNAP at high phosphate acceptor concentration; purified TNAP, CDP-star luminescence, 1 M DEA; inhibition, % at 20 µM; 0.03% of 200,000 active;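 active means over 50% inhibition of tissue-nonspecific alkaline phosphatase at 20 µM in the single-dose screen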;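 further: plate controls were DMSO wells for no effect and EDTA-quenched wells as full inhibition for full effect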
RAM inhibit: blocks the yeast RAM network. S. cerevisiae dse1pr::URA3 reporter, 5-FOA growth OD615, 2 d; analog-sensitive cbk1-as2 kinase mutant strain. inhibition, % at 50 µM. 1.8% of 190,000 active. AID 868;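 active means inhibition above a set limit, 3 SD over mean compound inhibition, cut at about 8.4% in these data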;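 further: 0% = DMSO-only wells with no growth and 100% = 10 µM 1-NA-PP1 full growth; inhibition rescues growth on 5-FOA so higher OD means more RAM inhibition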
TNAP inh no acc: inhibitors of human TNAP without phosphate acceptor; purified TNAP, CDP-star luminescence, 30 min; inhibition, % at 20 µM; 0.26% of 200,000 active; AID 1012;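 active means tissue-nonspecific alkaline phosphatase inhibition above about 50% at 20 µM in the single-dose screen, limit read from the data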;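 further: 0% = DMSO negative control and 100% = EDTA positive control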
PMI act satM6P: PMI (human) activation, high substrate; P34949; AID 1216; coupled PMI enzyme assay, resazurin fluorescence, 20 min; active compounds read high; 1 = untreated enzyme, 0 = substrate-free blank; activation factor at 20 µM; 0.34% of 190,000 active;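 active means activation factor of 2 or more at 20 µM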
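Test system: human phosphomannose isomerase with PGI, G6PDH, diaphorase coupling enzymes; amount: 15 ng/mL PMI; incubation: enzyme reaction with compound 20 min at room temperature; technique: resorufin fluorescence (Ex 544/Em 590 nm) from resazurin via diaphorase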
DTT redox prof: compounds producing H2O2 with reducing agent – biochemical, NIH compound library profiling, artefact control for MLSCN library redox annotation, primary screen | DTT-dependent redox cycling H2O2, phenol red/HRP absorbance; 100% = 100 µM peroxide control, 0% = buffer | activation, % at 10 µM | 0.03% of 200,000 active | AID 878;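 active means activation of at least 50% relative to the plate's high and low controls in the primary single-dose screen; inactive means activation below 50%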;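 further: compound incubated with DTT at 0.8 mM final as the reducing agent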
HMGR II inh: blocks class II HMG-CoA reductase of Enterococcus faecalis. purified E. faecalis HMGR, NADPH absorbance 340 nm kinetic. inhibition, % at 10 µM. 0.41% of 190,000 active;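 active means inhibition above a set limit, the median over all tested compounds plus 3 SD, cut at about 9.5% in these data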;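 further: enzyme runs in reverse so mevalonate oxidation gives rising NADPH absorbance; 0% = complete reaction with DMSO and 100% = background rate lacking mevalonate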
S1P3 antag: blocks the human S1P3 receptor. CHO S1P3 NFAT-BLA reporter, FRET fluorescence, antagonist mode. Q99500. AID 485. 0.27% of 170,000 active. inhibition, % at 4.98 µM;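 active means inhibition above the plate cutoff, the mean inhibition of test wells on that plate plus 3 SD, cut at about 28% in these data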;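 further: cells challenged with S1P at its EC80 of 0.8 µM; blue over green emission ratio from cleaved BLA substrate after 4 h stimulation; 0% = S1P-stimulated wells and 100% = unstimulated DMSO-only wells; some compounds past the cut are filed as inactive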
Target sequence (Q99500 whole entry, looked up): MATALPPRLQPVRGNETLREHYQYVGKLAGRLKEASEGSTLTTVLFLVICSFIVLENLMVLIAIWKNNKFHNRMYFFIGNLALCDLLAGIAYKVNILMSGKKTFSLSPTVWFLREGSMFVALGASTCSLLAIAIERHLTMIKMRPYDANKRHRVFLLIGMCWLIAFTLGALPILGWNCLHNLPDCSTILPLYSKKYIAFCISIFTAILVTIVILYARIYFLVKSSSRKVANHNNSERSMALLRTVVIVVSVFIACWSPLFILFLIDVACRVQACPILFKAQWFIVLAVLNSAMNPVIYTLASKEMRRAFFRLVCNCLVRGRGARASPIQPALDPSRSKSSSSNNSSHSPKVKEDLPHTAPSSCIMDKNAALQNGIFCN
* hit, by the source's call; . = not tested or not shown.

1	O=c1cc(N2CCCCC2)c(-c2ccccc2)nn1Cc1cccc(Cl)c1
2	N#Cc1c(NC(=O)CCC(=O)O)sc2c1CCCC2
3	Cc1ccccc1-c1nnc(SCC(=O)Nc2ccc(Cl)cc2)n1N
4	COCCn1c(CCC(=O)O)ccc1-c1cccs1
5	Cn1cccc1/C=N/n1c(-c2ccco2)n[nH]c1=S
6	COC(=O)Nc1nnc(COc2cccc(C)c2)s1

screen / no.	1	2	3	4	5	6
PMI act satM6P	0.9	1	1	0.9	0.9	1.2
TNAP inh no acc	-6	-10	-7	-9	8	-7
Hsp70 act	-0.3	-0.2	-0.4	-0.2	-0.4	-0.3
TNAP inh hi DEA	-2	-2	-4	-5	-5	-6
HMGR II inh	0	-4	3	1	-10	1
DTT redox prof	-11	0.4	0.0	0.3	0.0	-0.8
S1P3 antag	.	.	.	-4	-6	-23
Lmaj promast	41	-9	9	-4	0	-4
PMI activator	0.8	1	1	1	0.9	1.2
RAM inhibit	5.3	0.5	-0.6	-0.9	1.3	2.0

7	O=C(Nc1nnc(-c2ccccc2)o1)c1cc(-c2cccs2)nc2ccccc12
8	Cc1ccc2c(c1)NCC(C(=O)NCc1ccccc1)O2 (stereo unspecified)
9	CCOc1ccccc1NC(=O)c1cccc(NC(=O)CC(c2ccccc2)c2ccccc2)c1
10	CCn1cc([N+](=O)[O-])c(C(=O)N2CCN(C(=O)c3ccco3)CC2)n1
11	CCC(=O)Nc1c(C)c(CC)nc2ccccc12
12	CCOC(=O)N1CCN(C(=O)/C(=C/c2ccc(Br)cc2)NC(=O)c2ccc(OC)cc2)CC1

screen / no.	7	8	9	10	11	12
PMI act satM6P	1.4	0.8	0.8	0.9	1	1
TNAP inh no acc	0	-6	-18	-3	-7	-11
Hsp70 act	-0.1	-0.1	-0.2	-0.2	-0.4	-0.3
TNAP inh hi DEA	0	1	-7	1	-6	-8
HMGR II inh	-1	-7	-8	0	-3	-3
DTT redox prof	0.6	0.8	-5.4	-0.2	-2.5	-0.2
S1P3 antag	-30	-13	.	-4	4	-5
Lmaj promast	-8	-6	22	-2	-5	-4
PMI activator	1.4	1	0.8	0.9	1	1.1
RAM inhibit	0.7	0.1	6.2	-0.4	2.0	-0.4

13	COc1ccc(N(CC(=O)Nc2cc(C(=O)O)ccc2C)S(=O)(=O)c2c(C)noc2C)cc1
14	Cc1cccc(Oc2ccc(S(=O)(=O)N3CCCCC3)cc2N)c1
15	CC(C)N1CCN(Cc2cccc(-n3cccn3)c2)CC1CCO (stereo unspecified)
16	O=[N+]([O-])c1ccc(NC(=S)N2CCc3ccccc3C2)cc1
17	CCC(=O)n1nc(-c2ccc(Cl)cc2)nc1SC
18	NS(=O)(=O)c1ccc(NC(=S)N2CCN(c3ccc(Cl)c(Cl)c3)CC2)cc1

screen / no.	13	14	15	16	17	18
PMI act satM6P	1	0.8	1.1	0.9	0.9	0.9
TNAP inh no acc	-9	-12	0	-14	60*	-7
Hsp70 act	-0.4	0.0	-0.1	-0.2	0.6	-0.5
TNAP inh hi DEA	-4	-7	-2	4	0	-5
HMGR II inh	-2	-2	-1	0	-5	-1
DTT redox prof	-1.7	0.1	-0.2	0.3	2.1	0.3
S1P3 antag	-71	1	-14	17	.	-4
Lmaj promast	-6	80*	-3	7	8	47
PMI activator	1	0.9	1	0.9	0.9	0.9
RAM inhibit	6.4	5.5	2.9	0.0	2.7	2.1

19	COc1ccc2c(c1)CCc1c(C(=O)N3CCCCCC3)noc1-2
20	CCC(CO)[n+]1c(C)cc(/C=C2\Sc3ccccc3N2Cc2ccccc2)cc1C (stereo unspecified)
21	Cc1cc(C)c(NC(=O)CN2CCN3CCCC3C2)c(C)c1 (stereo unspecified)
22	COCCSc1ccccc1C(=O)NCc1ccco1
23	O=C(Cn1nnc(-c2cccs2)n1)NCc1cccs1
24	CCCc1nc2sc3c(c2c(=O)n1NC(=O)c1ccco1)CC(C)(C)OC3

screen / no.	19	20	21	22	23	24
PMI act satM6P	0.7	0.8	1	0.9	1	0.9
TNAP inh no acc	-6	-7	-8	-13	-9	-2
Hsp70 act	0.0	-0.3	0.0	-0.1	-0.2	-0.2
TNAP inh hi DEA	-4	18	3	-7	-6	1
HMGR II inh	-4	-6	3	-7	-1	0
DTT redox prof	-1.4	0.4	0.2	-2.9	-0.6	-0.3
S1P3 antag	9	0	-8	-7	10	7
Lmaj promast	3	100*	3	-2	-7	6
PMI activator	0.8	0.8	1	0.9	1	0.9
RAM inhibit	0.1	1.6	-0.7	0.9	0.8	0.7

25	CC1CCC2(CC1)Nc1ccccc1C(=O)N2c1ccccc1 (stereo unspecified)
26	Cc1ccnc(NC(=O)CC(c2ccccc2)c2ccccc2)n1
27	Cn1c2ccccc2c2ncn(CCC3=CCCCC3)c(=O)c21
28	O=C(CSc1nnnn1-c1ccc(Cl)cc1)N1CCc2ccccc2C1
29	CCOc1ccc(/C(O)=C2/C(=O)C(=O)N(c3nc(C)c(C)s3)C2c2ccco2)cc1 (stereo unspecified)
30	COc1ccc(C(=O)c2oc3ccc(OC)cc3c2NC(C)=O)cc1

screen / no.	25	26	27	28	29	30
PMI act satM6P	1	1	0.9	1.1	0.8	1
TNAP inh no acc	-3	-17	-14	-10	-6	-4
Hsp70 act	-0.3	0.2	0.6	0.5	-0.3	0.0
TNAP inh hi DEA	-5	-1	-9	0	-6	2
HMGR II inh	-3	-2	4	2	-3	-5
DTT redox prof	0.1	-0.6	-0.4	-0.7	-1.0	-0.6
S1P3 antag	.	-11	-24	-26	.	-37
Lmaj promast	2	5	3	-6	4	-7
PMI activator	1.1	1	0.9	1	1	1.1
RAM inhibit	2.6	1.0	1.2	2.1	6.4	7.3

An excerpt from above in order of molecular weight, smallest number first:
17	CCC(=O)n1nc(-c2ccc(Cl)cc2)nc1SC
21	Cc1cc(C)c(NC(=O)CN2CCN3CCCC3C2)c(C)c1 (stereo unspecified)
23	O=C(Cn1nnc(-c2cccs2)n1)NCc1cccs1
25	CC1CCC2(CC1)Nc1ccccc1C(=O)N2c1ccccc1 (stereo unspecified)
27	Cn1c2ccccc2c2ncn(CCC3=CCCCC3)c(=O)c21
26	Cc1ccnc(NC(=O)CC(c2ccccc2)c2ccccc2)n1
19	COc1ccc2c(c1)CCc1c(C(=O)N3CCCCCC3)noc1-2
30	COc1ccc(C(=O)c2oc3ccc(OC)cc3c2NC(C)=O)cc1

screen / no.	17	21	23	25	27	26	19	30
PMI act satM6P	0.9	1	1	1	0.9	1	0.7	1
TNAP inh no acc	60*	-8	-9	-3	-14	-17	-6	-4
Hsp70 act	0.6	0.0	-0.2	-0.3	0.6	0.2	0.0	0.0
TNAP inh hi DEA	0	3	-6	-5	-9	-1	-4	2
HMGR II inh	-5	3	-1	-3	4	-2	-4	-5
DTT redox prof	2.1	0.2	-0.6	0.1	-0.4	-0.6	-1.4	-0.6
S1P3 antag	.	-8	10	.	-24	-11	9	-37
Lmaj promast	8	3	-7	2	3	5	3	-7
PMI activator	0.9	1	1	1.1	0.9	1	0.8	1.1
RAM inhibit	2.7	-0.7	0.8	2.6	1.2	1.0	0.1	7.3

28	O=C(CSc1nnnn1-c1ccc(Cl)cc1)N1CCc2ccccc2C1
24	CCCc1nc2sc3c(c2c(=O)n1NC(=O)c1ccco1)CC(C)(C)OC3
29	CCOc1ccc(/C(O)=C2/C(=O)C(=O)N(c3nc(C)c(C)s3)C2c2ccco2)cc1 (stereo unspecified)

screen / no.	28	24	29
PMI act satM6P	1.1	0.9	0.8
TNAP inh no acc	-10	-2	-6
Hsp70 act	0.5	-0.2	-0.3
TNAP inh hi DEA	0	1	-6
HMGR II inh	2	0	-3
DTT redox prof	-0.7	-0.3	-1.0
S1P3 antag	-26	7	.
Lmaj promast	-6	6	4
PMI activator	1	0.9	1
RAM inhibit	2.1	0.7	6.4

Further results follow:
31	Cc1cc(=O)[nH]c(SCC2COC3(CCCCC3)O2)n1 (stereo unspecified)
32	Cc1ccc(CNc2oc(COc3ccccc3Cl)nc2C#N)cc1
33	COc1cccc(CNn2c(-c3cccc(C)c3)nc3ccccc3c2=O)c1
34	NS(=O)(=O)c1cccnc1Nc1cccc(Cl)c1
35	O=C(/C=C/c1cccc([N+](=O)[O-])c1)c1cccs1
36	CCOC(=O)C1=C(C)N(c2ccc(OC)cc2)C(=O)/C1=C\c1cccs1

screen / no.	31	32	33	34	35	36
PMI act satM6P	1	1	1	1	1.1	1
TNAP inh no acc	-4	-11	-2	7	-10	5
Hsp70 act	-0.5	0.0	-0.3	0.8	0.0	-0.2
TNAP inh hi DEA	2	-4	-1	20	3	5
HMGR II inh	-5	0	-4	1	-2	-3
DTT redox prof	0.1	-0.1	0.2	0.1	0.3	0.6
S1P3 antag	-38	.	.	.	-14	3
Lmaj promast	8	-5	22	3	89*	1
PMI activator	1.1	0.9	1	0.9	1.1	1
RAM inhibit	1.9	5.0	5.6	0.5	3.2	1.9

37	Cc1c(-c2ccccc2)sc(Br)c1C(=O)N1CCOCC1
38	COc1ccc(CN(C)c2ncnc(N)n2)cc1
39	O=C(COC(=O)c1ccc2c(c1)OCCO2)Nc1cc(Cl)ccc1Cl
40	COC1=Cc2c(ccc3ccc(=O)oc23)OC1(C)C

screen / no.	37	38	39	40
PMI act satM6P	1.1	1.1	0.9	1
TNAP inh no acc	-10	-4	-7	-8
Hsp70 act	-0.5	-0.2	-0.3	-0.2
TNAP inh hi DEA	-4	-8	-4	-8
HMGR II inh	1	-2	-7	0
DTT redox prof	0.0	0.1	0.1	-0.1
S1P3 antag	.	.	.	.
Lmaj promast	2	-2	-6	17
PMI activator	1	1.2	0.9	1
RAM inhibit	-0.1	1.7	2.3	-0.9
